MEKK3 PB1 HTS: MEKK3-MEK5 PB1 interaction, increase or decrease | Q99759 | bead-based flow cytometry, Alexa488-MEK5 binding to MEKK3; actives lie on both sides; 0 = blocked by unlabeled MEK5, 100 = vehicle | binding response (% of control), % at 10 µM | 290,000 tested, 1.4% active;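 active means binding response more than 3 SD above or below the average of its plate-row segment, actives on both sides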;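 further: Alexa488 bead fluorescence after subtracting the streptavidin-only scavenger bead signal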
GalR3 antag: human GalR3 antagonism; 360,000 tested, 0.44% active; HEK293 GalR3-CNG cAMP membrane potential fluorescence; galR3 body fused to GalR1 C-terminus; O60755; inhibition, % at 3 µM;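 active means inhibition above the screen-wide average plus 3 SD, cut at about 13% in these data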;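 further: forskolin and galanin both at EC90 stimulate the cells; cAMP rise reported by CNG channel membrane potential dye signal; 0% = forskolin plus galanin with DMSO and 100% = forskolin alone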
Target sequence (O60755 1-299 limits assumed): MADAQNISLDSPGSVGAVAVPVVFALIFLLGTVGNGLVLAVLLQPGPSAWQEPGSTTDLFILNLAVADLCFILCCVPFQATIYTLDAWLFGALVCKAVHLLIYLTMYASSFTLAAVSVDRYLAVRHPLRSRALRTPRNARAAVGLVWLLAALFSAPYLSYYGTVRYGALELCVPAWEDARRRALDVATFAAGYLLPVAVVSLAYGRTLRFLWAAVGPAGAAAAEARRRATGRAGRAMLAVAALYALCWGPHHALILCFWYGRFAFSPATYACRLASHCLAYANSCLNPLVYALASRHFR
SUMO HTRF inh: blocks human SUMOylation mediated by UBC9; HTRF SUMOylation assay, SAE1/SAE2 + UBC9, in vitro; inhibition, % at 35 µM; 290,000 tested, 0.36% active; in the data active means inhibition above about 50%, passing the limit was not always enough; further: strong numbers were not always called active
Target sequence (P63279 whole entry, looked up): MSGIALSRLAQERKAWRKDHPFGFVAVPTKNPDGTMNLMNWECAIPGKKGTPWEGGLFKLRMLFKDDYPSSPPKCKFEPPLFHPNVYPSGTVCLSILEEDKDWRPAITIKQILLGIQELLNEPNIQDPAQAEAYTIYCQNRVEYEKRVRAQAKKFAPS
CRFR2-BP ag: CRF-BP/CRF-R2 complex agonism; HEK293 CRF-R2/CRF-BP, calcium dye fluorescence (FLIPR); percent of saturating CRF peptide response; activation, % at 13.2 µM; 350,000 tested, 0.46% active;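 active means activation of at least 50%, plus an integration ratio under a set limit after plate pattern correction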;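 further: plate controls were neutral control wells without compound for no effect and CRF at EC100 for full effect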
CRFR2-BP antag: CRF-BP/CRF-R2 complex antagonism | 350,000 tested, 0.59% active | HEK293 CRF-R2/CRF-BP, CRF-induced calcium fluorescence | inhibition, % at 11.8 µM;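 active means inhibition of the ligand-induced calcium signal above about 50% at the single tested concentration, limit read from the data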
DNA FID counter: counter-screen for HCV NS3 helicase inhibitors: DNA intercalator displacement; AID 1845; inhibition, % at 7.9 µM; 290,000 tested, 0.17% active; DNA fluorescent intercalator displacement, fluorescence; in the data active means inhibition above about 37%;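 further: 0% = vehicle and 100% = reference compound; higher means more ethidium bromide displaced from hairpin DNA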
MEKK2 WT-MEK5: raises or lowers MEK5 binding to wildtype human MEKK2 PB1 domain; Q9Y2U5; bead flow cytometry, Alexa488-MEK5 binding to MEKK2 WT; actives lie on both sides; binding response (% of control), % at 10 µM; 290,000 tested, 1.1% active; AID 1531; in the data active means binding response below about 67% or above about 130%
NS3 helicase inh: blocks Hepatitis C virus NS3 helicase unwinding. inhibition, % at 10.9 µM. NS3 helicase DNA unwinding, Cy5 molecular beacon fluorescence. 290,000 tested, 0.56% active. AID 1800;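 active means inhibition above the mean of all tested compounds plus 3 SD, set per campaign, cut at about 35% in these data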;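 further: 0% = DMSO wells and 100% = thioflavine S control wells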
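Assay system – hepatitis C virus NS3 helicase domain fragment enzyme · Buffer or medium – MOPS pH 6.5, MgCl2, DTT, Tween20, BSA · Reagent – Cy5/quencher beacon DNA duplex and ATP to start · Compound – single 10.9 µM dose · Timing – 1 h at 25 °C · Technique – Cy5 beacon fluorescence read at start and 1 h · Measure – % inhibition of unwinding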
MEKK2 mut-MEK5: signal of MEK5 binding to mutant human MEKK2 PB1 domain; 290,000 tested, 0.35% active; percent response, % at 10 µM; bead flow cytometry, Alexa488-MEK5 binding to MEKK2 mutant; AID 1530; in the data active means percent response above about 24%, passing the limit was not always enough; further: inactives centre near 1; some results filed as inactive read as strong as hits; reference of the scale not given here
* marks the source's active call; other numbers are inactive results; . = no result given; [ ] = another dose, or the depositor's remark.

canonical_smiles	MEKK3 PB1 HTS	GalR3 antag	SUMO HTRF inh	CRFR2-BP ag	CRFR2-BP antag	DNA FID counter	MEKK2 WT-MEK5	NS3 helicase inh	MEKK2 mut-MEK5
COc1ccc(-n2cc(CNCCc3nc(C)cc(C)n3)c(-c3ccccc3Cl)n2)cc1	95	3	-1	-1.3	-14	11	114	-63	1
COCCn1c(SCC(=O)Nc2nnc(C)s2)nnc1-c1c[nH]c2ccccc12	100	.	6	-0.9	-4	-19	110	0	5
COc1ccc(/C=N/NC(=O)CSc2n[nH]c(=O)[nH]c2=O)cc1	74*[inhibitor]	1	16	-1.3	13	-4	103	-3	0
NC(=O)c1cc2ccccc2o/c1=N\NC(=O)c1ccco1	105	0	2	-3.1	15	0	103	1	18
COc1ccc(-c2nnc(SCC(=O)N3CCCC3)o2)cc1OC	93	.	.	-1.3	3	-3	95	-2	-4
COCC(C)n1c(SC(C)C(=O)NC2CCCCC2C)nc2ccccc2c1=O (centres undefined)	101	-2	1	0.1	-15	-42	106	5	5
COc1ccc(CCNC(=O)COC(=O)Cc2cccc3ccccc23)cc1	95	-8	-20	0.3	11	-38	99	2	-3
Cc1ccccc1S(=O)(=O)Cc1ccc(C(=O)NCc2ccc(F)cc2)o1	107	-4	-6	0.3	-5	-8	105	-3	6
COc1cccc(-c2nc(-c3ccc4c(c3)-c3ccccc3S4(=O)=O)c(-c3ccccc3)[nH]2)c1OC	79	0	28	3.5	29	-14	90	-7	-4
O=C1CC(N2CCN(Cc3ccc4c(c3)OCO4)CC2)C(=O)N1c1ccccc1 (centres undefined)	102	.	1	0.5	12	3	106	0	8
COc1cccc(N2CCN(Cc3nc(N)nc(Nc4ccccc4OC)n3)CC2)c1	102	-5	13	-0.9	1	-4	104	8	7
c1ccc2c(c1)oc1c(NCCCN3CCOCC3)ncnc12	90	5	14	-1.8	-8	10	98	6	-6
COC(=O)c1ccc(Cn2cc(C(F)(F)F)ccc2=O)cc1	106	-4	-3	1.4	8	-2	106	7	2
COc1ccc(Cn2c(C)nc3ccc([N+](=O)[O-])cc3c2=O)cc1	100	-10	4	-0.6	48	1	106	-12	0
O=C(CCCn1c(=O)[nH]c2cc(Cl)ccc2c1=O)NCCC1=CCCCC1	121	2	3	-2.6	-16	-1	112	2	6
CCNc1nc(NCC)nc(N/N=C/c2ccc([N+](=O)[O-])o2)n1	92	-6	3	-3.4	-20	-18	102	-2	-7
COC(=O)Cc1ccc(NC(=O)c2ccccc2Br)cc1	99	-5	-4	2.0	34	-6	96	-2	-1
O=C(Nc1ccccc1C(F)(F)F)Nc1cccc2ccccc12	101	-7	19	1.9	-27	2	100	-4	3
CCC(C)(C(=O)NC1CCCC1)N(C(=O)CC1NC(=O)NC1=O)c1c(C)n(C)n(-c2ccccc2)c1=O (centres undefined)	100	-4	1	-0.2	-10	-10	101	-2	1
CC1(C)CC(C)(c2ccc(O)cc2O)N(c2ccc3ccccc3c2)C(=S)N1 (centres undefined)	98	0	-9	0.8	-23	-20	103	4	3
O=C(C1CCN(S(=O)(=O)c2ccc(-n3cnnn3)cc2)CC1)N1CCN(c2ccccc2)CC1	107	1	8	2.1	11	-10	112	2	3
Cc1cc(C)c(NC(=O)C2CCC(=O)N2)c(C)c1 (centres undefined)	98	-2	2	-0.2	15	-5	99	-10	-5
COc1ccc(Cc2nc3ccc(C(=O)N4CCN(C)C(C)C4)cc3o2)cc1OC (centres undefined)	101	1	2	0.8	-7	-8	100	-12	6
FC(F)(F)c1cnc(COc2ccc(Cl)cc2Cl)c(Cl)c1	100	-7	4	1.9	-12	1	101	-2	2
Cn1cc(/C=N\NC(=O)c2cccs2)c2ccccc21	104	0	0	0.6	5	-7	99	-1	0
COc1ccc(-n2nc(C(=O)NCC(=O)N3CCN(c4ccccn4)CC3)c3ccccc3c2=O)cc1OC	108	4	4	-2.1	1	-32	105	5	6
CN(Cc1ccco1)C(=O)c1ccc(OC2CCN(Cc3ccccn3)CC2)cc1	99	7	13	5.4	-4	-10	104	1	1
CCOC(=O)c1cccc(NC(=O)C2CCC(CNc3c(N4CCOCC4)c(=O)c3=O)CC2)c1 (centres undefined)	101	3	4	-0.6	-21	-37	103	-1	0
O=C1c2ccccc2C(=O)N1CCOc1ccccc1Cl	104	-3	9	-3.3	-3	-17	105	-2	11
CC(=O)N1CCN=C1SCc1c(F)cccc1Cl	110	3	20	2.2	7	-1	111	0	4
C=C(C(=O)c1ccccc1)C(C)C(=C)C(=O)c1ccccc1	102	-1	-7	2.1	-13	-3	101	6	21
CCOC(=O)N1CCC(NC(=O)c2cccs2)CC1	100	-4	21	-2.6	11	0	96	0	1
COc1ccc(OCC(=O)NCCCN2CCOCC2)cc1	99	-3	21	-0.7	10	-3	93	4	-1
CC(=O)NCCN=Cc1sc2ccccc2c1O	99	-6	14	0.9	-1	-1	104	-1	-3
CCCCn1c(N)c(N(CCOC)C(=O)c2cc(S(=O)(=O)N3CCCCC3)ccc2Cl)c(=O)[nH]c1=O	107	-1	2	0.5	-3	-32	105	0	6
CCCCCC(C)NC(=S)NC(=O)c1cc(S(=O)(=O)N2CCOCC2)ccc1C (centres undefined)	92	-2	-19	-0.5	-24	-34	95	5	-4
CN(C)c1ccc(-c2nnc(-c3ccc(S(=O)(=O)C(F)F)cc3)o2)cc1	113	-1	42	5.1	-5	-2	107	-5	7
O=C(NNC(=S)Nc1ccccc1)C1CC1	97	-10	-13	0.4	15	0	98	-4	2
CC1(C)C/C(=N\O)C(C(O)c2cccc([N+](=O)[O-])c2)C(C)(C)N1 (centres undefined)	95	-2	18	9.6	1	-3	98	6	-6
O=C(COC(=O)c1cnccn1)NCCc1ccccc1	102	-3	-3	2.2	-1	2	101	1	-1

Quoted at random: two records from the list
canonical_smiles	MEKK3 PB1 HTS	GalR3 antag	SUMO HTRF inh	CRFR2-BP ag	CRFR2-BP antag	DNA FID counter	MEKK2 WT-MEK5	NS3 helicase inh	MEKK2 mut-MEK5
COc1cccc(-c2nc(-c3ccc4c(c3)-c3ccccc3S4(=O)=O)c(-c3ccccc3)[nH]2)c1OC	79	0	28	3.5	29	-14	90	-7	-4
CCCCn1c(N)c(N(CCOC)C(=O)c2cc(S(=O)(=O)N3CCCCC3)ccc2Cl)c(=O)[nH]c1=O	107	-1	2	0.5	-3	-32	105	0	6

The listing continues:
canonical_smiles	MEKK3 PB1 HTS	GalR3 antag	SUMO HTRF inh	CRFR2-BP ag	CRFR2-BP antag	DNA FID counter	MEKK2 WT-MEK5	NS3 helicase inh	MEKK2 mut-MEK5
CCn1cc(/C=C/c2cc[n+](C)cc2)c2ccccc21	99	-12	15	56*	-24	14	107	7	-4
COC(=O)C(O)(CC(=O)Nc1cccc(SC)c1)C(F)(F)F (centres undefined)	93	-12	-12	-1.0	4	-1	93	0	-5
O=C(CN1CCN(S(=O)(=O)N2CCOCC2)CC1)Nc1ccc(Cl)c(Cl)c1	100	-3	-2	-0.1	3	-21	100	-2	-5
C=CCNC(=O)CN1C(=O)C2C3c4ccccc4C(c4ccccc43)C2C1=O (centres undefined)	109	-2	-10	-1.7	-1	-13	107	-12	0
CCOC(=O)c1cc2occc2n1CC(=O)NC1CCCCC1C (centres undefined)	.	-4	6	0.1	-4	-20	.	8	.
CCOC(=O)CSC1=N/C(=C\c2cccnc2)C(=O)N1c1ccc(OC)cc1	94	2	6	0.1	24	-1	94	-6	-2
COc1ccc(-n2c(SC(C)C(=O)Nc3ncc(Cl)cc3Cl)nc3ccccc32)cc1 (centres undefined)	80	-11	-18	0.7	-3	-20	96	3	-1
CCOc1ccc(OCc2ccc(C(=O)Nc3cccc(C)n3)o2)cc1	99	-2	1	-1.5	0	-25	100	-2	4
CC(=O)Nc1cc(C(=O)N2CCCC2)ccc1Sc1ccc(Cl)cc1	101	-6	0	0.7	-1	-27	104	5	4
Cc1ccc(/C=N/NC(=O)c2ccc(Cn3cc([N+](=O)[O-])cn3)o2)cc1	98	-9	10	-1.0	45	-11	100	4	-1
Cc1onc(-c2ccccc2)c1C(=O)Nc1nnc(CC(C)(C)C)s1	100	-2	10	-0.9	-28	-34	101	-6	-4
CCOC(=O)N1CCN(C(=O)CCNS(=O)(=O)c2ccc3c(c2)c(=O)n(C)c(=O)n3C)CC1	107	-7	16	0.8	0	-10	96	0	-7
Cc1csc2ncc(C(=O)Nc3ccccc3F)c(=O)n12	106	0	9	8.2	-18	.	110	.	8
CCOC(=O)C(NC(=O)CC)(Nc1ccc(S(=O)(=O)Nc2ncccn2)cc1)C(F)(F)F (centres undefined)	102	-2	-18	0.3	-5	-2	104	4	0
COc1ccc(NC(=S)NCCc2c[nH]c3ccccc23)cc1	95	-3	-10	-1.4	3	-12	107	-9	1
COc1ccc(-c2cc(C(=O)NC3CC3)c3ccccc3n2)cc1	101	-8	.	-1.5	-9	-15	102	5	0
Cc1ccc(C(=O)Nc2nccs2)cc1S(=O)(=O)N1CCCCC1	100	-4	28	-0.2	-8	-20	96	-13	-2
Cc1ccc(CNC(=O)CCCOc2cc(=O)n(C)c3ccccc23)o1	100	5	0	-0.6	-8	-15	92	3	-1
CCOc1cc(/C=N\Nc2nc(Nc3ccccc3)nc(N3CCOCC3)n2)ccc1OC(=O)c1ccco1	100	1	-19	2.0	12	-4	111	9	12
COCCCN1CC(=O)N2C(c3cccc(OC)c3OC)c3[nH]c4ccccc4c3C[C@H]2C1=O (some centres undefined)	103	9	1	2.8	-22	-38	106	-2	7
CC(C)(C)CNc1cc(N2CCOCC2)ccc1[N+](=O)[O-]	101	-8	-26	2.1	-3	-9	102	2	-1
CCCCN(CC)C(=O)c1cc2c(=O)[nH]c3ccc(C)cc3c2s1	105	-13	-6	1.1	-46	-29	103	-15	2

The list is partial; count on the stated rates, not on these rows.
